SENP6 block = SENP6 protease inhibitors, primary screen, biochemical, luminescence, uHTS; Sentrin-specific protease 6 (Homo sapiens), Q9GZR1; Recombinant SENP6 catalytic domain, aminoluciferin luminescence; inhibition, % at 10 µM; actives 1.8% (n = 330,000);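 active = inhibition above about 50% at the single tested dose, limit read from the data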;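 also: plate controls were DMSO wells with enzyme for no effect and DMSO wells lacking enzyme for full effect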
SENP1 inh = human SENP1 catalytic domain inhibitors, primary screen, biochemical, FRET, uHTS; inhibition, % at 10 µM; recombinant SENP1 catalytic domain, CyPet-SUMO1-YPet FRET cleavage; actives 0.21% (n = 360,000); Sentrin-specific protease 1 (Homo sapiens), Q9P0U3;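 active = inhibition at least 30% at 10 µM, raw YFP signal under a set limit, fluorescence ratio 0.5 to 1.5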;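 also: 0% = enzyme with DMSO and 100% = no enzyme wells; some results filed as inactive read as strong as hits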
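system = hSENP1 catalytic domain, recombinant | reagent = SFCypet-SUMO1-SFYpet substrate at 25 nM | doses = one dose per compound, 10 µM, 0.5% DMSO | incubation = enzyme reaction for 50 min at room temperature, dark | measured by = FRET, CFP and YFP emission | controls = no-enzyme low, enzyme-DMSO high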
SENP8 block-1 = SENP8 protease inhibitors, primary screen, biochemical, luminescence; Sentrin-specific protease 8 (Homo sapiens), Q96LD8; purified SENP8, Z-RLRGG-aminoluciferin cleavage; inhibition, % at 10 µM; actives 1.2% (n = 330,000); AID 2540, 2010; in the data active = inhibition above about 50%
HKDC1 inhibitor = HKDC1 hexokinase inhibitors, primary screen, biochemical, fluorescence, uHTS. Q2TB90. recombinant HKDC1, G6PDH/diaphorase resazurin coupled fluorescence. inhibition, % at 20 µM. actives 0.16% (n = 340,000);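 active = inhibition above about 35% when tested at 20 µM, limit read from the data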;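 also: plate controls were DMSO wells with enzyme for no effect and DMSO wells lacking enzyme for full effect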
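Test system: Recombinant HKDC1 (HK5) hexokinase enzyme, produced in-house | Input: HKDC1 at 5 µg/mL | Buffer or medium: Tris pH 8.0 buffer with MgCl2, Tween-20, BSA, BME | Schedule: 90 min reaction incubation at room temperature, dark | Technique: Resazurin-to-resorufin fluorescence via G6PDH and diaphorase coupling, 525/613 nm | Controls: DMSO wells with and without enzyme mix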
PfGluPho inh = PfG6PD enzyme inhibitors, primary screen, biochemical, fluorescence intensity, uHTS. AID 504690, 2011. glucose-6-phosphate dehydrogenase-6-phosphogluconolactonase (Plasmodium falciparum 3D7). actives 0.78% (n = 350,000). PfGluPho enzyme, NADPH resazurin-diaphorase fluorescence. inhibition, % at 20 µM;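 active = inhibition reaching at least a set limit at 20 µM in the primary screen, cut at about 59% in these data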;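 also: 0% = DMSO wells with substrate and 100% = DMSO wells lacking glucose-6-phosphate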
SENP8 block-2 = human SENP8 protease inhibitors, primary screen, biochemical, fluorescence, Nedd8 protein substrate, uHTS; recombinant SENP8; actives 0.64% (n = 360,000); inhibition, % at 20 µM; AID 602440, 2012; Sentrin-specific protease 8 (Homo sapiens), Q96LD8; in the data active = inhibition mostly above about 40%, no sharp cut-off; inactive = mostly below about 27%
SENP7 block = SENP7 protease inhibitors, primary screen, biochemical, luminescence, uHTS; inhibition, % at 5 µM; recombinant SENP7, Z-RLRGG-aminoluciferin luminescence, 40 min; Sentrin-specific protease 7 (Homo sapiens), Q9BQF6; actives 1.5% (n = 330,000);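 active = inhibition above about 50% at the single test dose, limit read from the data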;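 also: plate controls were DMSO with enzyme for no effect and no enzyme buffer wells for full effect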
Apaf-1 inh = inhibitors of human Apaf-1 apoptosome, primary screen, biochemical, DEVD-Rh110 fluorescence, uHTS | inhibition, % at 20 µM | AID 489030, 2010 | actives 0.71% (n = 330,000) | reconstituted apoptosome caspase-3 activity; active = inhibition of at least 40% at 20 µM;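 also: plate controls were DMSO wells for no effect and DEVD-CHO caspase inhibitor wells for full effect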
Target sequence (O14727 whole entry, looked up): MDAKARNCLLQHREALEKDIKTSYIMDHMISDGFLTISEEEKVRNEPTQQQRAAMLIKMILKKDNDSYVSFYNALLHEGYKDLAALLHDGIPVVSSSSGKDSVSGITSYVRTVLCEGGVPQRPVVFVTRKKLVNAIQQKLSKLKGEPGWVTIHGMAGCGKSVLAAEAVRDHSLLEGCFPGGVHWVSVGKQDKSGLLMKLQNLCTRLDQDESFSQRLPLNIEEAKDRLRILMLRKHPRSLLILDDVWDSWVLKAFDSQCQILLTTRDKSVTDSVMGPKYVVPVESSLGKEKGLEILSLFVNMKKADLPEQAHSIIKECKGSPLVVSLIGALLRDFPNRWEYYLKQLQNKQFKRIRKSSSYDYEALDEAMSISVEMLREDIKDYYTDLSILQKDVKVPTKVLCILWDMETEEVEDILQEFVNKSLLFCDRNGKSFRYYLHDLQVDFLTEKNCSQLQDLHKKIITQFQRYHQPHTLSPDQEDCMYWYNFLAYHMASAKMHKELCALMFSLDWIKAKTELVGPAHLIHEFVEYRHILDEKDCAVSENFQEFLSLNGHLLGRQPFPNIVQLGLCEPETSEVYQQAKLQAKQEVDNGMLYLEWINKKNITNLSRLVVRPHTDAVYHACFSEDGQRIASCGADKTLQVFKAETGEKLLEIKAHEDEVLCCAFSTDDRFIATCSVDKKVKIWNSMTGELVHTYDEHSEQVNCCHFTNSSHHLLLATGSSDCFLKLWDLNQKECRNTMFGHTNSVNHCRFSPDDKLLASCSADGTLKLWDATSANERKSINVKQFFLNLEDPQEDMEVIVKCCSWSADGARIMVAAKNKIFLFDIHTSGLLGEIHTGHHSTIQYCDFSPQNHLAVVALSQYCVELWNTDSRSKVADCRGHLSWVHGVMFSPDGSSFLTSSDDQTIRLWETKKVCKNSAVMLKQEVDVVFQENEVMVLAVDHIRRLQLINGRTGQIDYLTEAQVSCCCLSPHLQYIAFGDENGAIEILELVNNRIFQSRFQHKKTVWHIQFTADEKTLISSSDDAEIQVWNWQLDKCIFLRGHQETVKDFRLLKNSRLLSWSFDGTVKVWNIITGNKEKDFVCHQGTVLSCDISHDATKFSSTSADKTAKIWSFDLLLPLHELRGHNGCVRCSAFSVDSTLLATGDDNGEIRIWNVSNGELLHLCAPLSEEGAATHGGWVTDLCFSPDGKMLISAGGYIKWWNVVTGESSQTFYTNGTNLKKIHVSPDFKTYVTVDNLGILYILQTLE
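Material: reconstituted apoptosome with Apaf-1, cytochrome c, caspase-9, procaspase-3, dATP; medium: pH 7.5 Hepes buffer with CHAPS, BSA, DTT; also added: cytochrome c and DEVD-Rh110 substrate; timing: 30 min plus 50 min, RT; signal: Rh110 fluorescence intensity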
Active calls of the source: *.

CCS(=O)(=O)N1CCC(NC(=O)C(Cc2cc(OC)ccc2OC)NC(C)=O)CC1 (configuration not stated) was read as SENP6 block 3, SENP1 inh 2, SENP8 block-1 -8, HKDC1 inhibitor -6, PfGluPho inh 10, SENP8 block-2 18, SENP7 block 12 and Apaf-1 inh 7.
For CC1(C)Cc2c(sc(NC(=O)COc3ccc(Cl)cc3)c2C(N)=O)C(C)(C)N1 the results were SENP6 block 0, SENP1 inh -4, SENP8 block-1 -12, HKDC1 inhibitor 2, PfGluPho inh 8, SENP8 block-2 -18, SENP7 block -2 and Apaf-1 inh 21.
Screening C#CCOCCOCCOCCNc1nc(N2CCN(C(=O)[C@H](CCC(=O)O)n3cc(C(N)Cc4ccc(O)cc4)nn3)CC2)nc(N2CCN(C(=O)[C@H](Cc3ccc(O)cc3)n3cc(C(N)CC(C)C)nn3)CC2)n1 (some centres not stated) returned SENP6 block -12, SENP8 block-1 -9, SENP7 block 9 and Apaf-1 inh 9.
Screening CN(C)S(=O)(=O)c1cccc(C(=O)OCC(=O)NC2CCCc3ccccc32)c1 (configuration not stated) returned SENP6 block 19, SENP1 inh 1, SENP8 block-1 0, HKDC1 inhibitor -8, PfGluPho inh -5, SENP8 block-2 10, SENP7 block 3 and Apaf-1 inh -15.
`CC1=C(CCN2CCN(C3CCCC3)C(CCO)C2)C(C)(C)CCC1` (configuration not stated) gave SENP6 block -13, SENP1 inh 0, SENP8 block-1 -2, HKDC1 inhibitor -12, PfGluPho inh 7, SENP8 block-2 7, SENP7 block -2 and Apaf-1 inh 7.
Screening Cc1cc(SCC(=O)c2ccc(Cl)cc2)nc(=O)[nH]1 returned SENP6 block 16, SENP1 inh -55, SENP8 block-1 9, HKDC1 inhibitor -10, PfGluPho inh 47, SENP8 block-2 -34, SENP7 block 1 and Apaf-1 inh -3.
For CN(C)C1=NC[C@H](Cc2ccccc2)N1CCCC1CCCC1 the results were SENP6 block -1, SENP1 inh -2, SENP8 block-1 7, HKDC1 inhibitor 3, PfGluPho inh -2, SENP8 block-2 6, SENP7 block -2 and Apaf-1 inh 18.
`Cn1cccc1/C=N/NC(=O)c1ccccn1` gave SENP6 block 31, SENP1 inh 2, SENP8 block-1 8, HKDC1 inhibitor -11, PfGluPho inh -8, SENP8 block-2 -23, SENP7 block 29 and Apaf-1 inh -4.
O=C(COc1ccc(Br)cc1)NCCNC(=O)c1ccncc1 was read as SENP6 block 2, SENP1 inh 0, SENP8 block-1 3, HKDC1 inhibitor -6, PfGluPho inh 0, SENP8 block-2 4, SENP7 block -4 and Apaf-1 inh 1.
C#CCNC(=O)C1=C[C@@H](C)[C@H](CCCO)[C@@H](OCC)O1 was read as SENP6 block -19, SENP1 inh 2, SENP8 block-1 -15, HKDC1 inhibitor -5, PfGluPho inh 2, SENP8 block-2 6, SENP7 block 5 and Apaf-1 inh -10.
`C/C=C(\C)C(=O)N1CCC(C(=O)c2ccccc2)CC1` gave SENP6 block -16, SENP1 inh 2, SENP8 block-1 -2, HKDC1 inhibitor -2, PfGluPho inh 8, SENP8 block-2 11, SENP7 block -11 and Apaf-1 inh -6.
`CC(OC(=O)CCc1nc2ccccc2c(=O)[nH]1)C(=O)NC1CCCC1` (configuration not stated) gave SENP6 block 0, SENP1 inh 1, SENP8 block-1 1, HKDC1 inhibitor 0, PfGluPho inh -6, SENP8 block-2 -2, SENP7 block 4 and Apaf-1 inh -6.

Structural class: those above containing a halogen
For CC1(C)Cc2c(sc(NC(=O)COc3ccc(Cl)cc3)c2C(N)=O)C(C)(C)N1 the results were SENP6 block 0, SENP1 inh -4, SENP8 block-1 -12, HKDC1 inhibitor 2, PfGluPho inh 8, SENP8 block-2 -18, SENP7 block -2 and Apaf-1 inh 21.
Screening Cc1cc(SCC(=O)c2ccc(Cl)cc2)nc(=O)[nH]1 returned SENP6 block 16, SENP1 inh -55, SENP8 block-1 9, HKDC1 inhibitor -10, PfGluPho inh 47, SENP8 block-2 -34, SENP7 block 1 and Apaf-1 inh -3.
O=C(COc1ccc(Br)cc1)NCCNC(=O)c1ccncc1 was read as SENP6 block 2, SENP1 inh 0, SENP8 block-1 3, HKDC1 inhibitor -6, PfGluPho inh 0, SENP8 block-2 4, SENP7 block -4 and Apaf-1 inh 1.

The results go on:
`CC(C)(C)OC(=O)N[C@@H](Cc1ccccc1)c1nnc(S(=O)(=O)Cc2ccccc2)o1` gave SENP6 block -8, SENP8 block-1 0, SENP7 block 0 and Apaf-1 inh 3.
Cc1ccc(C(=O)c2c(NC(=O)CSc3nnc(N)s3)sc3c2CCCC3)cc1 was read as SENP6 block -8, SENP1 inh 0, SENP8 block-1 1, HKDC1 inhibitor 4, PfGluPho inh -1, SENP8 block-2 -5, SENP7 block -1 and Apaf-1 inh 8.
For Cc1ccc(S(=O)(=O)N[C@@H](C)C(=O)OCC(=O)N2c3ccccc3NC(=O)C2(C)C)cc1 the results were SENP6 block 4, SENP1 inh -2, SENP8 block-1 -19, HKDC1 inhibitor -5, PfGluPho inh 5, SENP8 block-2 10, SENP7 block -11 and Apaf-1 inh 10.
Cn1c(Cc2ccccc2)n[nH]c1=S was read as SENP6 block -14, SENP1 inh 0, SENP8 block-1 -4, HKDC1 inhibitor 9, PfGluPho inh 11, SENP8 block-2 11, SENP7 block 6 and Apaf-1 inh 42*.
For Cc1ccsc1CN1CCN(c2ccccn2)CC1 the results were SENP6 block 1, SENP1 inh 2, SENP8 block-1 -5, HKDC1 inhibitor 0, PfGluPho inh -5, SENP8 block-2 4, SENP7 block 12 and Apaf-1 inh 10.
For CCOC(=O)c1ccc(NC(=O)Cn2ccc([N+](=O)[O-])n2)cc1 the results were SENP6 block -4, SENP1 inh 1, SENP8 block-1 -4, HKDC1 inhibitor 15, PfGluPho inh -10, SENP8 block-2 8, SENP7 block 1 and Apaf-1 inh 6.
COCC(C)n1c(=O)sc2ccccc2c1=O (configuration not stated) was read as SENP6 block -9, SENP1 inh 0, SENP8 block-1 -8, HKDC1 inhibitor -8, PfGluPho inh -15, SENP8 block-2 -3, SENP7 block -6 and Apaf-1 inh 5.
COC(=O)CCC(=O)c1oc2ccccc2c1N was read as SENP6 block -14, SENP1 inh 0, SENP8 block-1 -3, HKDC1 inhibitor -2, PfGluPho inh -2, SENP8 block-2 -202, SENP7 block 8 and Apaf-1 inh 7.
For CC(=O)NS(=O)(=O)c1ccc(NS(=O)(=O)c2ccccc2[N+](=O)[O-])cc1 the results were SENP6 block -20, SENP1 inh 1, SENP8 block-1 1, HKDC1 inhibitor -3, PfGluPho inh -34, SENP8 block-2 19, SENP7 block 10 and Apaf-1 inh -6.
`COC(=O)c1cccc(NC(=O)COC(=O)CSc2nc(C)cc(C)n2)c1` gave SENP6 block 1, SENP1 inh 1, SENP8 block-1 -3, HKDC1 inhibitor -9, PfGluPho inh 8, SENP8 block-2 -1, SENP7 block -1 and Apaf-1 inh -21.
`Cc1cc(Cl)c(S(=O)(=O)N2CCCC2)cc1OCC(N)=O` gave SENP6 block -9, SENP1 inh 1, SENP8 block-1 0, HKDC1 inhibitor 12, PfGluPho inh -4, SENP8 block-2 16, SENP7 block 2 and Apaf-1 inh -4.
Screening COc1ccc(CN2CC(=O)N(c3ccc(C)cc3C)C2=S)cc1OC returned SENP6 block -27, SENP1 inh 1, SENP8 block-1 -8, HKDC1 inhibitor -12, PfGluPho inh 8, SENP8 block-2 24, SENP7 block -9 and Apaf-1 inh 2.

In the list so far, these contain two or more sulfur atoms.
Cc1ccc(C(=O)c2c(NC(=O)CSc3nnc(N)s3)sc3c2CCCC3)cc1 was read as SENP6 block -8, SENP1 inh 0, SENP8 block-1 1, HKDC1 inhibitor 4, PfGluPho inh -1, SENP8 block-2 -5, SENP7 block -1 and Apaf-1 inh 8.
For CC(=O)NS(=O)(=O)c1ccc(NS(=O)(=O)c2ccccc2[N+](=O)[O-])cc1 the results were SENP6 block -20, SENP1 inh 1, SENP8 block-1 1, HKDC1 inhibitor -3, PfGluPho inh -34, SENP8 block-2 19, SENP7 block 10 and Apaf-1 inh -6.

Continuation.
`Cc1ccccc1OCCNCC(C)O` (configuration not stated) gave SENP6 block 2, SENP1 inh 3, SENP8 block-1 0, HKDC1 inhibitor 1, PfGluPho inh -9, SENP8 block-2 23, SENP7 block -6 and Apaf-1 inh -31.
For CN1CCN(NC(=O)/C=C/c2ccc(C(C)(C)C)cc2)CC1 the results were SENP6 block -10, SENP1 inh 1, SENP8 block-1 -11, HKDC1 inhibitor -1, PfGluPho inh 10, SENP8 block-2 3, SENP7 block -4 and Apaf-1 inh 7.
For Cc1ccc(S(=O)(=O)N2CCN(CC(O)COc3ccccc3)CC2)cc1 (configuration not stated) the results were SENP6 block 6, SENP1 inh 0, SENP8 block-1 -7, HKDC1 inhibitor -3, PfGluPho inh -5, SENP8 block-2 11, SENP7 block 3 and Apaf-1 inh 13.
For CCOC(=O)CSc1nnc2c3ccccc3n(C)c2n1 the results were SENP6 block -3, SENP1 inh 0, SENP8 block-1 -1, HKDC1 inhibitor 5, PfGluPho inh -9, SENP8 block-2 -1, SENP7 block 15 and Apaf-1 inh 4.
Screening Cc1cccc(NC(=O)CN(C)C(C)C(=O)Nc2ccc(S(=O)(=O)N3CCCC3)cc2)c1C (configuration not stated) returned SENP6 block -20, SENP1 inh 0, SENP8 block-1 -9, HKDC1 inhibitor -5, PfGluPho inh 0, SENP8 block-2 8, SENP7 block -1 and Apaf-1 inh 13.
For COc1cccc(NC(=O)c2oc3ccccc3c2NC(C)=O)c1 the results were SENP6 block -4, SENP1 inh 0, SENP8 block-1 1, HKDC1 inhibitor -8, PfGluPho inh 2, SENP8 block-2 -57, SENP7 block 1 and Apaf-1 inh -1.
COc1ccc(NC(=O)CSc2nnc(CNC(=O)COc3ccc(Cl)cc3)o2)c(OC)c1 was read as SENP6 block 8, SENP1 inh 0, SENP8 block-1 -4, HKDC1 inhibitor -1, PfGluPho inh -14, SENP8 block-2 7, SENP7 block 0 and Apaf-1 inh 3.
`Cc1ccc(-c2nn3c(C)nnc3s2)cc1NC(=O)c1cccnc1` gave SENP6 block 7, SENP1 inh -6, SENP8 block-1 0, HKDC1 inhibitor -4, PfGluPho inh 6, SENP8 block-2 -20, SENP7 block 5 and Apaf-1 inh 5.
`O=C(c1ccccc1)N1CCN(Cc2ccccc2)CC1` gave SENP6 block -8, SENP1 inh 2, SENP8 block-1 -6, HKDC1 inhibitor -6, PfGluPho inh -8, SENP8 block-2 9, SENP7 block 9 and Apaf-1 inh -2.

Screening results (PubChem)
